ST2 IL33 inh: blocks human ST2 binding to IL-33 | 78,000 tested, 2.3% active | inhibition, % for hits at 17 µM | AlphaLISA ST2-Fc/biotin-IL-33 interaction, 1 h; in the data active = inhibition above about 30%; inconclusive = mostly about 10% to 28%
Target sequence (Q01638 whole entry, looked up): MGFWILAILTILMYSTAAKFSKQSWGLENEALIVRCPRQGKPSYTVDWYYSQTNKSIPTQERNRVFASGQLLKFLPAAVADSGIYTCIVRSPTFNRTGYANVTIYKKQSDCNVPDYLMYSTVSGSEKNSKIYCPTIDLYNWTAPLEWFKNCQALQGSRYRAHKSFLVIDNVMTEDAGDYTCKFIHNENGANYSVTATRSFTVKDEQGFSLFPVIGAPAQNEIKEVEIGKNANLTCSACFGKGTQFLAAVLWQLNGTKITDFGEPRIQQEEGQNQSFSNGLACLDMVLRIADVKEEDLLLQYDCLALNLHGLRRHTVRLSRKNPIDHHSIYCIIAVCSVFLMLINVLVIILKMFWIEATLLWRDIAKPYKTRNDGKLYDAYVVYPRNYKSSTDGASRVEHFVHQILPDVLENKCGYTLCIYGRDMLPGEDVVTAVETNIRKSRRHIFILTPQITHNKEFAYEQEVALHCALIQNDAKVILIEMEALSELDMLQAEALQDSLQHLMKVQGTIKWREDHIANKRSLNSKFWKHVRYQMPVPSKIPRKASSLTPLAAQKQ
* marks the source's active call; other numbers are inactive results; i = inactive; ? = inconclusive. The list is partial; the hit share may differ from the screen's.

SMILES | ST2 IL33 inh
CCCCN(C)Cc1cc(O)ccc1[N+](=O)[O-] | i
COc1cc(C(Nc2cc(C)ccn2)c2ccc3ccc(C)nc3c2O)cc(OC)c1OC (centres undefined) | ?
Cc1cc(C(=O)N2CC(c3ccccn3)C2)sc1-c1ccccc1 | i
Cc1cc(C)n(-c2ccc(C(=O)N3CCNCC3C(=O)NC3CC3)cc2)n1 (centres undefined) | ?
Cc1cnn(CCCn2ccnc2-c2cccc3nonc23)c1 | i
COc1ccc(O)cc1CN1CCC2(CC1)CN(C)CCN2C | i
Cc1ccc(C(C)NC(=O)CNCc2cc(F)ccc2F)cc1 (centres undefined) | i
COc1ccccc1-n1cc(C(=O)NC(C)c2cnn(-c3ccccn3)c2C)cn1 (centres undefined) | i
CNCc1cc(-c2cccc(-n3nc(C)cc3C)c2)ccc1OC | i
COc1ccc(C2C(C#N)=C(N)OC3=C2C(=O)CC(C)C3)c(OC)c1OC (centres undefined) | i
Cn1cnc2c(NCc3ccccc3)nc(NCCO)nc21 | ?
CCN(Cc1ccccc1)S(=O)(=O)c1ccc2c(c1)CCC(=O)N2 | i
CCOC(=O)c1c(NC(=O)COc2cc(C)c(Cl)c(C)c2)sc(C(C)=O)c1C | i
CCCC1COCCN1C(=O)c1cc(S(N)(=O)=O)ccc1F (centres undefined) | ?
Cc1nnc(CN2CCC(N3CCCC(C(=O)N4CCOCC4)C3)CC2)o1 (centres undefined) | i
O=C(CN1CCCCC1)Nc1ccc(OC(F)(F)Cl)cc1 | i
CCC1CCCCN1S(=O)(=O)c1ccc(C(=O)Nc2nnc(-c3ccccc3Cl)o2)cc1 (centres undefined) | ?
Cc1cccc(CN2CCN(C(=O)CCn3cncn3)CC2=O)c1 | ?
CC(C)(C)c1ccc(C(=O)NCc2cccs2)cc1 | ?
COc1ccc(NC(=O)c2cc3c(=O)oc4ccccc4c3s2)c(OC)c1 | ?
O=C(NC1CC1)c1ccc2ccccc2n1 | i
O=C(NCCc1nc(-c2ccccn2)no1)c1ccccc1N1CCOCC1 | i
Cc1ccccc1N1CSC2=C(C#N)C(c3ccccc3F)CC(=O)N2C1 (centres undefined) | i
Cc1ccc(N(C(=O)c2ccc(F)cc2)C2C=CS(=O)(=O)C2)cc1C (centres undefined) | i
Cc1c(Cl)c(C)c(C=O)c(O)c1Br | ?
CSC1=NC2(CCCCC2)C2=C(CCCC2)N1 | ?
C=CCSc1nnc2c(n1)OC(c1ccc(OC)c(OC)c1)N(C(C)=O)c1ccccc1-2 (centres undefined) | ?
Cc1cc(C)c(S(=O)(=O)N2CCN(c3cc(-c4cccc(F)c4)ncn3)CC2)cc1C | i
CN1CCC2(CC1)CCN(S(=O)(=O)c1cc3ccccc3o1)C2 | i
COc1cccc(C2CCN2CC(=O)Nc2ccc(N(C)C(C)=O)cc2)c1 (centres undefined) | i
CCN(CC)C(=O)C1CCCN(Cc2ccc(SC)cc2)C1 (centres undefined) | i
O=C(c1ccc2nc3ccc(Cl)cc3c(=O)n2c1)N1CCN(c2ccc(F)cc2)CC1 | i
COc1ccc(CNC(=O)c2cc(NC(=O)CC3CCCC3)cc3nc(C4CCCO4)n(C)c23)cc1 (centres undefined) | i
CC(C)=CC(=O)CC(O)(c1ccccc1)C(F)(F)C(F)F (centres undefined) | i
COCCCN1C(=O)CC(CC(=O)N2CCCC(c3ccccc3C)C2)(c2ccccc2Cl)C1=O (centres undefined) | i
O=c1nc(N2CCOCC2)c(Cl)cn1-c1nc(-c2ccccc2)oc1-c1ccccc1 | ?
CN(Cc1ccccc1)[C@H]1[C@H](O)[C@H](CO)O[C@@H]1CNC1CCCCC1 | i
CCc1cc(CNC(=O)Nc2nnc(C(C)(C)C)s2)on1 | ?
c1nc(-c2cc(NC3CCCC3)nc3[nH]ccc23)cc(N2CCOCC2)n1 | 30%*
Cc1ccc(Cc2nc3cc(C)c(C)cc3[nH]c2=O)c(C)c1 | i
COc1cc(OC)cc(-c2cc3nc(C)c(CCC(=O)Nc4ccc5c(c4)OCO5)c(C)n3n2)c1 | ?
COc1cc(C)nc(N(CC(N)=O)S(=O)(=O)c2ccccc2)n1 | i
CN(Cc1ccc2ccccc2n1)Cc1cc(Cl)ccc1O | i
O=C(Nc1ccc(I)cc1)c1c(O)c2ccccc2[nH]c1=O | ?
O=[N+]([O-])c1ccc(-c2noc(-c3ccc(I)cc3)n2)cc1 | ?

Some of the entries above in another layout:
| Structure | ST2 IL33 inh |
| --- | --- |
| c1nc(-c2cc(NC3CCCC3)nc3[nH]ccc23)cc(N2CCOCC2)n1 | 30%* |
| CN(Cc1ccc2ccccc2n1)Cc1cc(Cl)ccc1O | i |
| CC(C)=CC(=O)CC(O)(c1ccccc1)C(F)(F)C(F)F (centres undefined) | i |

Other records:
SMILES | ST2 IL33 inh
CCOc1nc(Nc2ccccc2)nc(OCC)n1 | i
Cc1oc(-c2ccc(Cl)cc2)nc1CSCC(=O)NCC1CCCO1 (centres undefined) | i
C=CCc1ccc(O[C@@H]2O[C@H](CO[C@@H]3O[C@H](CO)[C@@H](O)[C@H](O)[C@H]3O)[C@@H](O)[C@H](O)[C@H]2O)c(O)c1 | i
C[C@@H]1CCC2C(C)(C)[C@H](O)CC[C@]2(C)[C@@]12Cc1c(O)cc3c(c1O2)CN([C@@H](CCC(=O)O)C(=O)O)C3=O (some centres undefined) | i
CCOC(=O)Cn1c(=O)c2c(nc3n2CCN3c2ccc(C)c(C)c2)n(C)c1=O | i
COc1cccc(CC2CN(C(=O)C(=O)c3ccco3)CCO2)c1 (centres undefined) | i
CCC(=O)N1CCc2cc(Br)cc(S(=O)(=O)NCCCN3CCCCC3)c21 | i
CCOC(=O)c1sc2nc(C)nc(Nc3ccccc3)c2c1C | i
NC(=O)CSc1n[nH]c(-c2ccccc2)n1 | i
O=S(=O)(N=C(c1ccccc1F)N1CCOCC1)c1ccccc1 | i
COc1ccc(C(=O)N2CCC(C(=O)Nc3ccccc3Br)CC2)cc1 | i
COc1ccc(O)c(CN2CCOCC2)c1 | ?
Cc1noc(C)c1CN1CC[C@@H](c2ccc3c(c2)OCO3)[C@H](O)C1 | i
CC(C)COc1ccc(C(=O)NCCC(=O)O)cc1 | i
O=C(Cc1cccs1)N1c2ccccc2Sc2ccccc21 | i
O=C(Nc1nccs1)c1ccc(NC(=O)C(c2ccccc2)c2ccccc2)cc1 | i
COc1cccc(-c2cc(C(F)(F)F)nc(-n3cc(C)cn3)n2)c1 | i
CCN(CCN(C)C)Cc1ccc(Br)cc1 | i
Cc1ccc(NC(=O)C(=O)NC2CC2)cc1C | i
CCCc1cc(C(=O)NC2CCCC2)no1 | i
O=C([C@@H]1Cc2nc[nH]c2CN1Cc1cccc(OC(F)(F)F)c1)N1CCOCC1 | i
Cn1c(=O)c2nc(-c3ccccc3Br)oc2c2ccccc21 | i
O=C(NCCN1CCOCC1)c1cccc(F)c1 | ?
Cc1ccccc1C(=O)N1CCN(c2ccc([N+](=O)[O-])c(NC(C)c3ccccc3)c2)CC1 (centres undefined) | 38%*
COC(=O)C1=C(C)OC(N)=C(C#N)C1c1cc(OC)ccc1OC (centres undefined) | i
CCOc1ccc(CC2SC(N)=NC2=O)cc1 (centres undefined) | i
CCNC(=O)c1c(NC(=O)COc2ccc([N+](=O)[O-])cc2)sc2c1CCCC2 | i
CC(C)NC(=O)[C@@H](C)[C@@H]1CC[C@@]2(C)CC[C@H](NC(=O)C3CC3)[C@@H](C)[C@@H]2[C@H]1O | i
Cc1csc(NC(=O)c2cc3cc(Br)ccc3oc2=O)n1 | i
CN(Cc1cccc2ncccc12)C(=O)c1cccc(-c2ccc(O)cc2)c1 | i

4 entries picked at random from the list so far, as already listed:
SMILES | ST2 IL33 inh
COC(=O)C1=C(C)OC(N)=C(C#N)C1c1cc(OC)ccc1OC (centres undefined) | i
COc1cccc(-c2cc(C(F)(F)F)nc(-n3cc(C)cn3)n2)c1 | i
Cc1ccccc1C(=O)N1CCN(c2ccc([N+](=O)[O-])c(NC(C)c3ccccc3)c2)CC1 (centres undefined) | 38%*
O=C([C@@H]1Cc2nc[nH]c2CN1Cc1cccc(OC(F)(F)F)c1)N1CCOCC1 | i

The main list resumes, repeating the six entries before the break.
SMILES | ST2 IL33 inh
COC(=O)C1=C(C)OC(N)=C(C#N)C1c1cc(OC)ccc1OC (centres undefined) | i
CCOc1ccc(CC2SC(N)=NC2=O)cc1 (centres undefined) | i
CCNC(=O)c1c(NC(=O)COc2ccc([N+](=O)[O-])cc2)sc2c1CCCC2 | i
CC(C)NC(=O)[C@@H](C)[C@@H]1CC[C@@]2(C)CC[C@H](NC(=O)C3CC3)[C@@H](C)[C@@H]2[C@H]1O | i
Cc1csc(NC(=O)c2cc3cc(Br)ccc3oc2=O)n1 | i
CN(Cc1cccc2ncccc12)C(=O)c1cccc(-c2ccc(O)cc2)c1 | i
COc1ccccc1CCNC(=O)CN1C[C@H]2C[C@H](O)[C@H](O)C[C@H]2C1 | i
O=C(Oc1ccc2ccc(=O)oc2c1)c1ccccc1Cl | i
Cc1ccc(/C=c2\sc3nnc(-c4ccccc4Cl)n3c2=O)o1 | 37%*
CN(C)c1ccc(C2Nc3sc4c(c3C(=O)N2C)CCCC4)cc1 (centres undefined) | ?
N#CC1=C(N)Oc2cc(O)ccc2C1c1ccccc1Br (centres undefined) | i
CCn1c(CC2CCNCC2)nn(CC2COc3ccccc3O2)c1=O (centres undefined) | i
COc1ccc(-c2ccc(N)[n+](CCCC(=O)O)n2)cc1 | i
CSc1ccccc1NC(=O)CCC(=O)N1C[C@@H]2CC[C@H]1C2 | i
CC(C)CN1C(=O)N(Cc2ccccn2)C(=O)C12CCN(C1CCSC1)CC2 (centres undefined) | ?
CSc1nc2n(n1)C(c1ccc([N+](=O)[O-])cc1)C(C(=O)Nc1ccc(C)cc1C)=C(C)N2 (centres undefined) | i
COc1cc(NC(=O)CN(C)S(=O)(=O)c2ccc3c(c2)CCC(=O)N3)cc(OC)c1 | i
CC(C)(C)C(=O)N(c1ccc(F)cc1)C1C=CS(=O)(=O)C1 (centres undefined) | i
COc1cccc(C2C=C(Nc3ccccc3)C(=O)N2c2ccccc2)c1 (centres undefined) | i
CC(CN1CCN(C)CC1)c1ccccc1 (centres undefined) | ?
CCC1CCCCN1CCNS(=O)(=O)c1cccc2nsnc12 (centres undefined) | i
CC(C)C(=O)Nc1ccc(N2CCCC2)c(Cl)c1 | ?
CC(=O)N1c2c(cc(Br)cc2S(=O)(=O)N2CCCCC2)CC1C (centres undefined) | i
CN(C)c1ccc(-c2nccn2CC2OCCc3ccccc32)cn1 (centres undefined) | i
O=C(COc1ccccc1Cl)Nc1ncc(S(=O)(=O)c2ccc([N+](=O)[O-])cc2)s1 | i
O=[N+]([O-])c1cc2c(cc1C=Nc1ccc(O)c(-c3nc4ccccc4[nH]3)c1)OCO2 | 30%*
COc1ccccc1-n1c(SCC(=O)Nc2cc(C)ccc2C)nc2c(c1=O)SCC2 | ?
Cc1cccc(-c2nsc(SCC(=O)c3ccccc3)n2)c1 | i
CCCCC1C=CCN1C(=O)c1ccc(N2CC(=O)NC2=O)cc1 (centres undefined) | i
Cc1cc(OCC(=O)O)c(C)c2c1CC[C@@H]([C@H](C)C(=O)NCc1ccccc1)C2 | ?
O=C(Nc1ccc([N+](=O)[O-])c(NC(=O)C2CCCO2)c1)C1CCCO1 (centres undefined) | ?
COC(=O)Cn1c(CN2CCN(c3ccc(OC)cc3)CC2)nc2c1c(=O)[nH]c(=O)n2C | i
COc1ccc(-c2ccc3c(c2)C(=O)N2C[C@@H](NS(=O)(=O)c4ccc(F)cc4)C[C@H]2C(=O)N3)cc1 | ?
CCCN1CCC2(CC1)C1CN(CCC)CC=C1C(C#N)=C(N)C2(C#N)C#N (centres undefined) | i
O=C(N[C@H]1CCN2C(=O)[C@H]3CCCN3C(=O)[C@@H]2C1)c1cccs1 | i
CC(=O)c1cccc(NC(=O)O[C@@H]2CO[C@H]3[C@@H]2OC[C@@H]3NS(=O)(=O)c2ccc3ccccc3c2)c1 | i
COCCNC(=O)CN1C(=O)/C(=C/c2ccccc2C)Sc2ccccc21 | i
CC(CN1c2ccccc2Sc2ccccc21)N(C)C (centres undefined) | ?
COc1ccc(CN2CCC(N3CCCCC3)CC2)cc1OCc1ccccc1 | ?
Cc1cc(O)cc(Oc2cc(C)c(CC(O)C(C)(C)O)c(O)c2)c1 (centres undefined) | i
Cc1cccnc1CN(C)C(=O)c1cc(CC(C)C)nc(N)n1 | ?
CC(C)NC(=O)c1ccc2c(c1)NC(=O)C(N1CCCCC1)S2 (centres undefined) | i
COc1ccc(Cn2c(CNS(=O)(=O)c3ccc(C(C)(C)C)cc3)nc3cccnc32)cc1 | i
Cc1ccc(CN2CCN(Cc3ccccc3CO)CC2)n1-c1cccnc1 | ?
CC(=O)N1c2c(cc(Br)cc2S(=O)(=O)NCCc2ccccc2)CC1C (centres undefined) | i
COc1cc(NC(=O)COc2ccc(F)cc2)nc(OC)n1 | i
COc1ccc(-c2noc([C@@H]3Cc4nc[nH]c4CN3C(=O)Nc3ccc(Cl)cc3)n2)cc1 | i
CCNc1ncc(C(=O)N2CCc3cc(OC)c(OC)cc3C2)cn1 | i
COc1ccc(CCNC(=O)c2c[nH]n3c(=O)c(Cc4ccc(C)cc4)c(C)nc23)cc1OC | i
O=C(CC(=O)c1ccc([N+](=O)[O-])cc1)Nc1ccccc1Cl | ?
COc1ccc(C(=O)c2nc3ccccc3n2C)cc1 | i
O=C(CCC1CCN(CC2CCOC2)CC1)N1CCC(Cc2ccccc2)CC1 (centres undefined) | i
CN(C)CCNC(=O)c1ccc(CSc2ncccn2)o1 | i
O=C(CCc1cccnc1)N1C[C@@H]2[C@@H]3CC[C@@H](C3)[C@@H]2C1 | i
CN(CC(=O)Nc1ccc(F)cc1F)S(=O)(=O)c1ccc(C(=O)N2CCOCC2)s1 | i
Cc1cc([N+](=O)[O-])nn1CCCC(=O)Nc1sc2c(c1C#N)CCC(C)C2 (centres undefined) | i
CCc1cc(C(=O)N2CCOc3c(O)cc(-c4cccnc4)cc3C2)ccn1 | ?
CCOC(=O)c1cc2cc(Cl)cc(Cl)c2oc1=O | ?

Compound activity: PubChem, IUPUI and University of Michigan
